ssDAF-12 act: S. stercoralis DAF-12 nuclear receptor activators, primary screen, cell-based, luminescence, HEK293, GRIP1 co-expression, lit1-tk-luc; activation, % at 6.8 µM; 1% of 370,000 active; AID 652126, 2013; HEK293 ssDAF-12/GRIP1 lit1-tk-luc reporter; % of 3 µM dafachronic acid response; Nuclear hormone receptor DAF-12 (Strongyloides stercoralis);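 active means activation above the mean over all tested compounds plus 3 SD, cut at about 0.9% in these data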;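 further: 0% = DMSO-only wells and 100% = 3 µM delta7-dafachronic acid wells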
hgDAF-12 ag: H. glycines DAF-12 receptor agonists, primary screen, cell-based, luminescence, HEK293, GAL4 fusion, UAS-luciferase | Nuclear hormone receptor DAF-12 (Heterodera glycines), GAL4 fusion | activation, % at 6.8 µM | 1.8% of 370,000 active | HEK293 GAL4-hgDAF12 UAS-luciferase reporter, agonist luminescence; normalized to butyrate control;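 active means activation above a cutoff set at the mean of all screened compounds plus 3 SD, cut at about 10% in these data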;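 further: 0% = DMSO wells and 100% = sodium butyrate wells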
HGIII-sPLA2 inh: human group III sPLA2 inhibitors, primary screen, biochemical, QFRET, BODIPY PC-A2 liposome substrate. Group 3 secretory phospholipase A2 (Homo sapiens), Q9NZ20. inhibition, % at 12.2 µM. 0.56% of 370,000 active. QFRET BODIPY PC-A2 liposome hydrolysis, fluorescence;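 active means inhibition above mean plus 3 SD of compounds lying within the high and low control bounds, cut at about 19% in these data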;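 further: 0% = median of test compound wells and 100% = no enzyme DMSO wells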
Target sequence (Q9NZ20 whole entry, looked up): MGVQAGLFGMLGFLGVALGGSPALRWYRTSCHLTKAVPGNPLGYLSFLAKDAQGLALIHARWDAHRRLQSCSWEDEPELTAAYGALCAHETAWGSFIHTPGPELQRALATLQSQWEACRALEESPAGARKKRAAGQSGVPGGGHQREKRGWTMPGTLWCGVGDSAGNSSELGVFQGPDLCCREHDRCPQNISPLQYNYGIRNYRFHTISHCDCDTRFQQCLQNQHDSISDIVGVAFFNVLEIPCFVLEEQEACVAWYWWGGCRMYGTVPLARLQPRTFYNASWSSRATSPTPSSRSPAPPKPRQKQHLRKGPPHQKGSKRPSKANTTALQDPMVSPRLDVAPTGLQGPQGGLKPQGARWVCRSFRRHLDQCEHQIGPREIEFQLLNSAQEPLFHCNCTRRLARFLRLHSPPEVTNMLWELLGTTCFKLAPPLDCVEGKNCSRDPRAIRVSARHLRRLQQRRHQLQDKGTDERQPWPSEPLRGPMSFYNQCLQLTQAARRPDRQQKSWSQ
ADAM10 inh: human ADAM10 inhibitors, primary screen, biochemical, QFRET, HTS | recombinant ADAM10, EDANS/DABCYL FRET peptide cleavage, 3 h | inhibition, % at 7 µM | 0.62% of 370,000 active | AID 720582, 2013 | Disintegrin and metalloproteinase domain-containing protein 10 (Homo sapiens), O14672;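 active means inhibition above a per-campaign cutoff equal to the mean of compounds falling between control-based bounds plus 3 SD, cut at about 20% in these data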;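 further: 0% = DMSO wells while the 100% control is not disclosed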
Target sequence (O14672 214-748 limits assumed): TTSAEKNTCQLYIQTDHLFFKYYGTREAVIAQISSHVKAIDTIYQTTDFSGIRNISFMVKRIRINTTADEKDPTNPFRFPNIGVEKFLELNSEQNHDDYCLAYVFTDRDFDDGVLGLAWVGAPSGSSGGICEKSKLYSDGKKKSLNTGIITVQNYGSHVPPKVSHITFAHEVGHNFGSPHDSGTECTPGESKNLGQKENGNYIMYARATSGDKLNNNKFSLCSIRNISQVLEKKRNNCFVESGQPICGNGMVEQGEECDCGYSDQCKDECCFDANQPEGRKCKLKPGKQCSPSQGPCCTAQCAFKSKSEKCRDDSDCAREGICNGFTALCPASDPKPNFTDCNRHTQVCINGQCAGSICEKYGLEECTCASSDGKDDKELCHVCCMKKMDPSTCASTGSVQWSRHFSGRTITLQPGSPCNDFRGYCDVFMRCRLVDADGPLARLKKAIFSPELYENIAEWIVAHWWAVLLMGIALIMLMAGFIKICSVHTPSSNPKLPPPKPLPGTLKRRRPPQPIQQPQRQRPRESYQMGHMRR
hcDAF-12 act: H. contortus DAF-12 nuclear receptor activators, primary screen, cell-based, luminescence, HEK293, lit1-tk-luc reporter; HEK293 hcDAF-12 lit1-tk-luc reporter; 0% DMSO, 100% Δ7-dafachronic acid; activation, % at 6.8 µM; 1.4% of 370,000 active; AID 652067, 2013;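 active means activation above the mean of all tested compounds plus 3 SD, cut at about 5.5% in these data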;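 further: 100% = response to 3 µM Δ7-dafachronic acid high control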
GAA850 FXN act: FXN promoter activators, primary screen, cell-based, luciferase luminescence, HEK293 lucGAA850. activation, % at 6 µM. 0.56% of 360,000 active. HEK293 lucGAA850 FXN promoter luciferase reporter, 24 h; percent of 10 µM SAHA response. AID 540364, 2011;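 active means activation above the average of all compounds screened plus 3 SD, cutoff fixed separately per campaign, cut at about 7.5% in these data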;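 further: 0% = DMSO wells and 100% = 10 µM SAHA wells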
DAX1 inh-1: DAX1 (NR0B1) inhibitors, primary screen, cell-based, HEK293, Gal4-DAX1, luciferase luminescence; HEK293 Gal4-DAX1 luciferase reporter; inhibition, % at 6.75 µM; 0.99% of 340,000 active; AID 504766, 2011;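 active means inhibition above the mean over all tested compounds plus 3 SD, cut at about 4.2% in these data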;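 further: 0% = DAX1-transfected cells with DMSO and 100% = empty-vector control cells with DMSO; inhibition shows as a rise in luminescence from relieved DAX1 repression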
DAX1 inh-2: DAX1 (NR0B1) inhibitors on StAR promoter, primary screen, cell-based, luminescence, SF-1 (NR5A1), full-length DAX-1. 1.1% of 370,000 active. inhibition, % at 6.8 µM. HEK293T StAR-luciferase reporter, SF-1/DAX-1 repression relief. AID 652010, 2013;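 active means inhibition above the mean over all tested compounds plus 3 SD, cut at about 3.6% in these data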;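 further: 0% = DAX-1 cells with DMSO and 100% = cells lacking DAX-1 with DMSO; higher inhibition means more luminescence from relief of DAX-1 repression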
SMARCA2 activ: SMARCA2 (BRM) function activators, primary screen, cell-based, luminescence, high throughput; MG213 cells, MMTV-luciferase reporter, dexamethasone, overnight; activation, % at 9.1 µM; 1% of 370,000 active; AID 652017, 2013; in the data active means activation above about 7.8%;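 further: 0% = vehicle wells and 100% = reference activator wells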
NPR2 activator: human GC-B receptor activators, primary screen, HEK293 GC-B cells, cGMP TR-FRET, EC30 CNP | activation, % at 10 µM | 0.11% of 370,000 active | 0% at EC30 CNP, 100% saturating CNP;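 active means activation at 10 µM reaching about 35% in either raw or pattern-adjusted values, limit read from the data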
GC-A act: GC-A stimulated cGMP production enhancers – HEK293 GC-A cells, cGMP TR-FRET, EC30 ANP, primary screen; Atrial natriuretic peptide receptor 1 (Homo sapiens), P16066; 0% at EC30 ANP, 100% saturating ANP; activation, % at 10 µM; 0.14% of 370,000 active; AID 1671463, 2021; in the data active means activation above about 40%
* marks the source's active call; other numbers are inactive results; i = inactive; / = not tested or not shown.

A first look (two entries):
SMILES,hcDAF-12 act,NPR2 activator,DAX1 inh-1,ADAM10 inh,ssDAF-12 act,hgDAF-12 ag,SMARCA2 activ,HGIII-sPLA2 inh,DAX1 inh-2,GAA850 FXN act,GC-A act
CN[C@H]1C[C@H]2c3cc(N4CCOCC4)ccc3CCN2C[C@H]1[C@H](C)O,0.7,2,/,-10,-1.3,-0.5,-4,7,-0.3,/,-1
Cc1cc2nnc(SC3CCCCN(C(=O)c4ccc(F)cc4)C3=O)n2c2ccccc12 (configuration not stated),-0.6,1,-0.2,4,-0.6,1.3,-4,9,0.7,-2.0,-12

The list itself, repeating the preview:
SMILES,hcDAF-12 act,NPR2 activator,DAX1 inh-1,ADAM10 inh,ssDAF-12 act,hgDAF-12 ag,SMARCA2 activ,HGIII-sPLA2 inh,DAX1 inh-2,GAA850 FXN act,GC-A act
CN[C@H]1C[C@H]2c3cc(N4CCOCC4)ccc3CCN2C[C@H]1[C@H](C)O,0.7,2,/,-10,-1.3,-0.5,-4,7,-0.3,/,-1
Cc1cc2nnc(SC3CCCCN(C(=O)c4ccc(F)cc4)C3=O)n2c2ccccc12 (configuration not stated),-0.6,1,-0.2,4,-0.6,1.3,-4,9,0.7,-2.0,-12
CS(=O)(=O)N(CC(=O)NCC1CCCO1)c1cc(Cl)c(Cl)cc1Cl (configuration not stated),-2.5,-2,1.2,10,-1.5,0.5,1,-3,-0.1,1.4,-1
Cc1cc(O)ccc1N/C=C(\C#N)c1nc2ccccc2o1,8.8*,-7,-0.3,-12,0.3,0.4,0,-5,0.6,6.5,-4
Cc1ccc(NC(=O)CCNS(=O)(=O)c2cccc3nonc23)cc1Cl,-0.8,-5,-0.1,1,-1.4,0.5,2,-19,-0.8,2.0,-8
Cc1cc(C)nc(SCC(=O)OCC(=O)Nc2nc3ccccc3s2)n1,8.5*,-9,-1.0,-4,-0.3,4.0,6,-14,0.3,3.1,4
Nc1ccc(Cl)c(NC(=O)c2cccs2)c1,0.1,-1,1.8,2,-0.7,1.4,3,0,-0.3,1.1,0
Fc1ccccc1CSc1ncnc2sc3c(c12)CCCC3,1.3,-7,2.0,2,-1.2,2.1,-2,3,-0.1,0.3,-4
COc1ccc(N2CC(NC(=O)N3CCN(c4ccccc4)CC3)CC2=O)cc1 (configuration not stated),-0.7,0,1.4,-1,-1.2,-2.9,1,-1,-0.4,3.1,0
Cc1cc(=O)n2[nH]c(-c3ccccc3Cl)cc2n1,0.7,-13,-0.1,-5,-0.6,6.5,3,-8,-0.1,2.0,0
O=C(COC(=O)[C@@H]1CC(O)CN1S(=O)(=O)c1ccc2c(c1)OCCO2)Nc1ccccc1F (some centres not stated),-1.3,0,0.6,-9,-1.0,-0.3,-2,6,-0.3,0.5,-9
CC(C)c1nc2sc3c(=O)[nH]cnc3c2c2c1CCC2,-0.8,-3,2.1,-135,-1.1,0.0,2,-6,0.6,-0.3,5
CCOC(=O)/C=C1\CN(Cc2cc(OC)c(OC)c(OC)c2)S(=O)(=O)c2ccc(C(F)(F)F)cc21,-4.1,-4,-0.5,11,-2.2,-1.3,-2,7,-1.9,-2.3,-1
Nn1c(SCc2cccc(Br)c2)nnc1-c1cccnc1,-0.9,4,-0.2,9,-1.9,1.5,3,4,-0.1,-0.5,2
O=C1C=C(c2ccc(-c3ccccc3)cc2)C[C@@H](c2ccc(F)cc2)C1,-0.9,-6,0.5,-10,-1.1,3.1,0,6,-0.1,1.4,3
O=C(Cn1c(=O)oc2ccccc21)NC(=O)NCc1ccco1,0.8,2,0.9,-8,-0.2,0.0,1,-6,0.0,1.4,-1
O=C(CSCc1ccc([N+](=O)[O-])cc1)NC1CC1,1.3,9,-0.2,4,-0.7,1.4,-2,3,0.1,2.0,3
O=C(Nc1cccc(O)c1)c1ccc(NC(=O)c2cccs2)cc1,-0.4,-12,-0.5,2,-0.6,-0.6,6,-12,2.9,1.9,-4
CCOc1ccc(-c2nnc(N)s2)cc1,0.4,3,-0.8,-8,-1.1,6.3,3,0,0.9,5.2,3
CCCNC(=O)c1cc(C2CCCCN2C(=O)c2ccc(C#N)cc2)on1 (configuration not stated),-1.1,-2,/,-10,-1.1,-0.5,-4,14,-1.1,0.3,0
CC(C)(C)c1ccc(-n2ncc3c2CCCC3NC(=O)c2ccncc2)cc1 (configuration not stated),-1.0,5,-0.1,-4,-0.8,-2.6,-3,7,-2.2,0.3,1
CCOC1=NN(c2ncc(C(F)(F)F)cc2Cl)C(=O)/C1=C/N(C)C,1.1,-2,-0.6,-12,-0.8,6.6,0,-10,0.1,-1.3,1
Cc1[nH]c2ccccc2c1/C=N\NC(=O)c1ccccc1Cl,3.9,-3,3.5,3,0.1,2.2,5,-9,0.5,-0.4,-4
CC(=O)C1N=NCC1c1ccccc1 (configuration not stated),-0.6,2,-1.1,-3,-0.7,2.6,-2,-2,-0.5,-0.4,-1
O=C(CSCc1ccccc1)Nc1cccc(C(=O)Nc2ccccc2C(=O)O)c1,-1.2,-2,0.0,-4,-1.0,2.5,1,-48,-0.3,0.1,-1
CCOC(=O)c1c(C)nsc1NCc1ccccc1,-0.8,-1,1.9,1,-1.5,1.0,-3,12,0.5,2.8,6
Nc1cc(-c2ccccc2)nn1Cc1ccc(Cl)cc1,-1.7,-1,-1.4,-1,-1.5,1.7,0,-8,-1.7,-2.0,-2
Cn1cc(-c2cccc(Cl)c2)cc(C#N)c1=O,-1.1,-5,-0.3,i,-1.3,1.1,-4,-1,-0.3,-0.2,1
O=S(=O)(c1ccc(N2CCCCCC2)nc1)N1CCCC1,-1.1,-2,1.0,-5,-1.7,0.0,-2,-1,-0.7,2.1,2
CCNC(=O)C1CCCN(C(=O)c2ccc3snnc3c2)CC1 (configuration not stated),-0.1,-4,/,0,-1.3,-0.1,-2,0,1.1,0.9,3
Cc1ccc(N=C2NC(=O)c3cccc([N+](=O)[O-])c32)cc1,-0.5,-2,-0.9,3,-0.9,-1.4,-1,0,0.5,6.6,-1
CCOC(=O)C1=C(CS(=O)(=O)c2ccc(Cl)cc2)NC(=O)NC1c1ccc(O)c(OC)c1 (configuration not stated),-2.0,-2,0.6,-2,-1.3,0.7,-2,-20,0.0,-2.1,-11
C[C@H](CO)N1C[C@H](C)[C@@H](CN(C)S(C)(=O)=O)Oc2c(NC(=O)Nc3ccccc3)cccc2C1=O,-0.3,0,0.7,4,-1.1,1.4,1,2,-0.2,-0.9,2
COc1ccc(/C=N/Nc2cc(C)nc3ccccc23)cc1,-1.1,-19,-0.5,-23,-1.9,-1.4,7,-8,0.6,-0.1,-30
CC(=O)NC(c1ccc(F)c(F)c1)c1nc(-c2cc3ccccc3o2)cs1 (configuration not stated),-1.3,-9,/,-5,-0.7,-0.4,-5,0,-0.5,-1.2,17
Cc1ccsc1C(=O)OC1CCOC1=O (configuration not stated),-1.4,-4,0.2,7,-1.0,-0.7,-1,8,0.4,0.8,-1
CC(=O)NC(CC(=O)N(C)Cc1c(F)cccc1Cl)c1ccccc1 (configuration not stated),-0.7,3,-0.6,-9,-2.0,2.3,-4,2,-0.4,0.2,0
CCC(=O)NC(c1cccs1)c1cc(Cl)c2ccccc2c1O (configuration not stated),1.6,2,-0.6,-197,-0.4,-1.6,0,-17,-0.3,-1.3,5
COc1ccc(NC(=O)CN2C(=O)C3CC=CCC3C2=O)cc1Cl (configuration not stated),0.2,4,1.7,-8,-1.6,4.8,-1,-2,0.9,-0.8,3
CC[C@@H]1C=C(C(=O)O)[C@H](c2ccc(C#N)cc2)N1S(=O)(=O)c1ccc(C)cc1,2.5,1,0.6,-8,-1.1,-0.3,-5,10,-0.7,0.0,4
O=C(NCCc1ccccc1)OCc1cn(Cc2cc(F)cc(F)c2)nn1,-1.6,8,/,0,-0.7,-0.2,-2,7,-0.8,/,0
CCOc1ccccc1C(=O)NC1CC2CCCC(C1)N2Cc1nnnn1Cc1ccco1 (configuration not stated),-3.0,3,-0.6,-3,-1.4,-2.5,-2,-3,-1.6,-1.8,3
O=C(c1ccc(Br)c(S(=O)(=O)N2CCOCC2)c1)N1CCN(C/C=C/c2ccccc2)CC1,-1.6,6,-1.9,-5,-1.1,-3.2,-5,-4,-2.3,-0.8,1
COC(=O)C(CC(C)C)NC(=O)CSc1nc(-c2ccccc2)c(C#N)c(=O)[nH]1 (configuration not stated),-1.4,4,2.6,3,-0.5,3.4,-1,-7,1.0,-0.3,6
COc1ccccc1C(=O)N1CCN(CCc2ccccc2)CC1,0.6,8,1.0,-5,-2.0,-3.5,-2,-2,0.1,1.3,3
COc1ccc(C(=O)N2CC3(CC(c4cccc(NC(=O)CC(c5ccccc5)c5ccccc5)c4)=NO3)C[C@H]2C(N)=O)cc1 (some centres not stated),-2.7,1,-0.3,9,-1.3,-3.9,0,-53,-0.6,1.0,1
CC1CCN(S(=O)(=O)c2ccc(C(=O)OC(C)C(=O)NC3CCCCC3C)cc2)CC1 (configuration not stated),0.2,3,-0.8,-4,-0.7,0.2,3,0,-0.4,1.6,-3
O=C1CC(C(F)(F)F)=NN1,-0.1,3,/,-3,-1.9,-3.2,0,-14,0.0,-0.8,0
CC(C)C(OC(=O)C1CCCO1)C(=O)NC1CCCC1 (configuration not stated),-1.0,5,-0.6,4,-1.4,1.2,3,5,-0.1,0.6,-1
O=C(NCCCn1ccnc1)C(=O)NCc1ccccc1,-1.0,4,-0.8,5,-0.5,-1.7,-3,3,1.2,-2.6,4
Cc1cccn2c(=O)c3cc(C(=O)NCc4ccco4)c(=N)n(C4CCCC4)c3nc12,-0.9,-12,-0.3,i,-1.1,-0.4,-1,5,-0.2,5.5,8
COC(=O)C1=C(C)N(CCCC(=O)O)C(=O)NC1c1ccccc1Cl (configuration not stated),-0.6,7,0.4,7,-1.2,1.4,3,9,-0.1,0.2,2
CCc1cc2c(NC(Cc3c[nH]c4ccccc34)C(=O)O)nc(C)nc2s1 (configuration not stated),4.6,5,0.4,-20,-0.3,0.7,0,-58,-0.3,1.6,-2

Screening data: PubChem BioAssay, several laboratories
